KCNQ1 block = blocks the human KCNQ1 potassium channel; P51787; CHO-K1 KCNQ1, FluxOR thallium flux fluorescence; hits give high values; B-score at 10 µM; hit rate 1.3% among 310,000;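 active means compounds whose thallium flux B-score, printed positive for inhibition, exceeds three library SD while starting fluorescence stays within three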;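 further: channel opened by potassium depolarization with thallium stimulus after 20 min compound exposure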
DYRK1A inh = inhibitors of rat Dyrk1A kinase. Q63470. ADP-Glo luminescence, NFATc1 peptide. inhibition, % at 12.5 µM. hit rate 0.43% among 310,000; in the data active means inhibition above about 50%;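 further: plate controls were vehicle with enzyme for no effect and no enzyme for full effect; many of its hits are not listed in these tables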
KCNK9 block = inhibitors of human KCNK9 two-pore domain potassium channel. Q9NPC2. HEK293 KCNK9, FluxOR thallium flux fluorescence; hits give low values. B-score at 10 µM. hit rate 1.2% among 310,000;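 active means ratio B-score over 3 SD below the library mean, with starting fluorescence within 5 SD of its mean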;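 further: negative B-score means less thallium flux so channel inhibition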
Target sequence (Q9NPC2 whole entry, looked up, the tested form may be a part): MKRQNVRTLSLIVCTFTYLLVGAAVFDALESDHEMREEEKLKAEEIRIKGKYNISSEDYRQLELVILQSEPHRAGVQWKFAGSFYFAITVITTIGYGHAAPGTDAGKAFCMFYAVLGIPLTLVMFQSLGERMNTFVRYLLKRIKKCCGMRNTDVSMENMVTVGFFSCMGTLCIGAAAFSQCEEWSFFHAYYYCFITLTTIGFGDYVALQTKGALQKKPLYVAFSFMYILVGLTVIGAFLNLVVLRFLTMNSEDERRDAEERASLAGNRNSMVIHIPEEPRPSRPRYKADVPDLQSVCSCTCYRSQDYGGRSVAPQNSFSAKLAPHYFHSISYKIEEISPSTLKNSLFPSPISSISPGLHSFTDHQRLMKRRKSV
GSK3B inh = human GSK3beta kinase inhibition; P49841; GST-GSK3beta kinase, ADP-Glo luminescence, 60 min; hits give low values; activity score (negative = inhibition), % at 10 µM; hit rate 0.038% among 300,000; AID 2097;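 active means more than half of replicate wells score below -50%, meaning over 50% inhibition versus plate controls; inconclusive means some replicates but at most half score below -50%; inactive means no replicate scores below -50%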;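 further: 0% = median DMSO wells and -100% = median GW8510 positive control wells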
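Test system: GST-tagged human GSK3beta kinase, cell-free; evaluation: activity score scaled between in-plate DMSO and GW8510 controls; measured by: ADP-Glo luminescence; incubation: 60 min reaction, RT; benchmarks: DMSO and 20 µM GW8510; reagent: peptide substrate plus 25 µM ATP (final); medium: Tris/MgCl2 kinase buffer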
KCNQ1 act = potentiators or activators of human KCNQ1 potassium channel | CHO-K1 KCNQ1, thallium flux FluxOR fluorescence; hits give high values | B-score at 10 µM | hit rate 0.35% among 310,000;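 active means fluorescence ratio B-score, a plate-corrected score, at least three library SD, with initial intensity B-score within 5 SD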
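System: CHO-K1 cells stably expressing KCNQ1 / Medium: assay buffer for compound exposure, DMSO matched across wells / Reagent: thallium- and potassium-containing depolarizing buffer / Compound: one concentration, matched DMSO / Incubation: 20 min compound pretreatment at room temperature / Measured by: kinetic FluxOR fluorescence, 10 s baseline plus 110 s post-stimulus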
KCNK3 block = human KCNK3 channel inhibition, primary screen | O14649 | CHO-KCNK3 thallium flux, FluxOR fluorescence; hits give low values | B-score at 10 µM | hit rate 0.84% among 340,000 | AID 602410;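 active means B-score under library mean minus 4 SD, starting fluorescence ratio at most library mean plus 5 SD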;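 further: more negative B-score means stronger inhibition of thallium flux through KCNK3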
Target sequence (O14649 whole entry, looked up): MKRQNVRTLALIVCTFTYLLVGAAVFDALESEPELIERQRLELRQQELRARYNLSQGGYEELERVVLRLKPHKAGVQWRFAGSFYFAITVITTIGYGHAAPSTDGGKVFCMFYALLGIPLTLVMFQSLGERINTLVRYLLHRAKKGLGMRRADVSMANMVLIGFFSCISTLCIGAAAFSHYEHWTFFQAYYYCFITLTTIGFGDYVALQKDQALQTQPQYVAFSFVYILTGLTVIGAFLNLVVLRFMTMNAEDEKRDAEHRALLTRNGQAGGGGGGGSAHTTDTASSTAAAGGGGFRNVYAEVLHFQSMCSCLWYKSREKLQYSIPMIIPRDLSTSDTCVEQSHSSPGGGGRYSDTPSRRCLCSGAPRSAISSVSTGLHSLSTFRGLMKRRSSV
HDAC3 inh = human HDAC3 inhibition. O15379. recombinant HDAC3, fluorogenic peptide/trypsin coupled, fluorescence. inhibition, % at 8.3 µM. hit rate 0.15% among 320,000. AID 2718; in the data active means inhibition above about 26%, passing the limit was not always enough; inconclusive means no clear call, values can overlap the other calls
hERG rescue = hERG (human) protection from proarrhythmic block | Q12809 | CHO-hERG, FluxOR thallium flux, dofetilide IC70 present | activation (rescue from dofetilide block), less the hit threshold, % at 10 µM | hit rate 0.51% among 310,000;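 active means activation above the mean of controls blocked by dofetilide plus 5 SD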;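 further: thallium influx through hERG after potassium depolarization seen as dye fluorescence rise; in these data hits start at about 4.7%; inactives centre near -7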
PolyA inh = blocks polyadenylation in yeast reporter cells; S. cerevisiae SKY197-pL101 polyadenylation reporter, beta-gal luminescence; efflux-impaired pdr1/pdr3 knockout yeast; score 100 = 6 SD above DMSO; calls only at 12 µM; hit rate 0.02% among 300,000; AID 1875;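 active means lowest replicate activity score at least 50, where 100 means six control SD above control mean; inconclusive means lowest score under 50 but half or more replicates reach 50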;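 further: yeast exposed to compound for 9 h at 30 °C; higher score means more reporter readthrough which indicates perturbed polyadenylation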
RGS4 act = RGS4 potentiation or activation | HEK293 M3R/inducible RGS4, carbachol calcium flux Fluo4; hits give low values | AID 463111 | B-score at 10 µM | hit rate 0.92% among 310,000;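 active means B-score of the integrated calcium signal more than 4 SD below the library mean, with starting fluorescence not abnormally high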;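 further: negative B-score means reduced calcium response which marks RGS4 activation or potentiation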
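test system = M3R-expressing HEK293 line, RGS4 induced by doxycycline | probe or stimulus = carbachol at ECmax as muscarinic agonist stimulus | timing = dye loading 30 min 37 °C, buffer rest 30 min RT | signal = calcium dye Fluo4 fluorescence | evaluation = B score from integrated fluorescence ratio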
GSK3A inh = inhibitors of human GSK-3 alpha kinase; P49840; ADP-Glo luminescence, 60 min; inhibition, % at 10 µM; hit rate 0.1% among 320,000; AID 2650;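 in the data active means inhibition above about 50%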;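 further: GST-tagged GSK-3 alpha with peptide substrate and 25 µM ATP; 0% = DMSO neutral wells and 100% = GW8510 positive control wells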
Active calls of the source: *; i = inactive; ? = inconclusive; · = not tested or not shown.

Every second line gives: KCNQ1 block, DYRK1A inh, KCNK9 block, GSK3B inh, KCNQ1 act, KCNK3 block, HDAC3 inh, hERG rescue, PolyA inh, RGS4 act, GSK3A inh
> O=[N+]([O-])c1ccc(Oc2ccc(-c3cnc4ccccc4n3)cc2[N+](=O)[O-])cc1
  i, -10, i, 2, i, i, -3, -17, i, i, 0
> O=C(Nc1ccccc1)C1=C[C@H](c2coc3ccccc3c2=O)C[C@H](OCCCCO)O1
  i, 4, i, -5, i, i, -6, -16, i, i, -19
> CCOc1ccccc1NC(=O)C1CC(=O)n2ncnc2N1 (centres undefined)
  i, -1, i, 1, i, i, 2, -4, i, i, -7
> COC(=O)Cn1c(=NC(=O)c2ccc(Cl)s2)sc2cc(F)ccc21
  i, 6, i, 0, i, i, -1, -12, i, i, -1
> O=C1NC2(CCCC2)N=C1c1ccc(F)cc1
  i, 3, i, 1, i, i, 3, -8, i, i, -1
> CCOC(=O)c1c(N)n(C2CC(C)(C)NC(C)(C)C2)c2nc3ccccc3nc12
  i, -6, i, -1, i, i, -98, -11, i, i, -1
> Cc1ccc(C2CN(C)C3(C(=O)Nc4ccccc43)C23COc2ccccc2C3=O)cc1 (centres undefined)
  i, 2, i, -5, i, i, 2, -18, i, i, -2
> COc1ccc(N(CC2CO2)S(=O)(=O)c2ccc(C)cc2)cc1 (centres undefined)
  i, 4, i, ·, i, i, 0, -11, i, i, 2
> Cn1ccnc1SCC(=O)Nc1ccc(Cl)cn1
  i, 6, i, 1, i, i, -2, -8, i, i, 36
> CC(=O)c1cccc(NC(=O)CN(c2ccccc2F)S(C)(=O)=O)c1
  i, 4, i, 1, i, i, -4, -6, i, i, -8
> COc1ccc(OC)c(C2=NS(=O)(=O)N(C)C(C(=O)N3CCC4(CC3)OCCO4)=C2)c1
  i, -3, i, 4, i, i, -6, -12, i, i, -2
> O=C(Nc1nc2ccccc2n1CCOc1ccc(Cl)cc1)c1ccco1
  i, 23, i, 1, i, i, 2, -5, i, i, -1
> CC1CCN(c2nc3ccccc3nc2C(C#N)C(=O)OC2CCCCC2)CC1 (centres undefined)
  i, 8, i, -5, i, i, -6, -7, i, i, 0
> Cc1cccc(C(=O)Oc2csc(=S)n2C(=O)c2cccc(C)c2)c1
  i, 7, i, 0, i, i, 22, -2, i, i, -3
> Cc1cccc(NC(=S)Nn2cnnc2)c1C
  i, -2, i, -4, i, i, 18, -9, i, i, -8
> O=C(CNCc1ccccc1)Nc1ccc(F)cc1
  i, ·, i, 2, i, i, -3, -12, i, i, 1
> COc1cc(C(=O)Nc2nc(N)n(-c3ccccc3)n2)cc(OC)c1OC
  i, 16, i, 0, i, i, 4, -7, i, i, -2
> O/N=C1\CCCc2ccc3ccccc3c21
  i, 13, i, 3, i, i, 6, -4, i, i, 14
> Cc1cccc(C2=N/C(=C\c3cccs3)C(=O)O2)c1
  i, -6, i, -2, i, i, 5, -13, i, i, 7
> CCCC1C(c2ccccc2)C(C#N)(C#N)C2(C#N)CC1(N)NC2=O (centres undefined)
  i, 0, i, 2, i, i, 0, -3, i, i, 1
> COc1cc2c(cc1NC(C)=O)CCCC2
  i, -2, i, 6, i, i, -5, -9, i, i, 0
> O=C(Nc1nnc(SCC(=O)N2CCCC2)s1)C1CC(=O)N(c2ccccc2)C1 (centres undefined)
  i, ·, i, -6, i, i, -3, -10, i, i, -1
> Clc1ccc(NCc2nncn2-c2ccccc2)cc1
  i, 8, i, -3, i, i, 7, -3, i, i, -1
> O=c1[nH]c(Cc2cccc(C(F)(F)F)c2)nc2ccccc12
  i, 6, i, 0, i, i, 5, -4, i, i, -2
> CCOCCCNC(=O)c1ccc(OC(C)=O)cc1
  i, 4, i, -4, i, i, 5, -8, i, i, 1
> CCOc1ccc(-c2nnn(CC(=O)c3ccc4c(c3)OCCO4)n2)cc1
  i, 1, i, 2, i, i, ?, 4, i, i, -3
> O=C(CCc1nc2ccccc2s1)OCC(=O)c1ccc[nH]1
  i, ·, i, 2, i, i, 3, 0, i, i, 0
> CCOC(=O)c1sc2nc(Cc3ccc(Cl)cc3)[nH]c(=S)c2c1C
  i, ·, i, 6, 46*, i, 3, 75*, i, i, 0
> CC1=CC2=C(OC1N(C)C)c1cccc3cccc(c13)C2=O (centres undefined)
  i, 38, i, -3, i, i, -7, -7, i, i, 0
> O=C(Nc1ccc(Oc2ncnc3cc(Cl)ccc23)nc1)Nc1cccc(C(F)(F)F)c1
  i, ·, i, 2, i, i, 1, -19, i, i, -4
> O=C(Nc1cc(C(F)(F)F)ccc1N1CCOCC1)c1cnccn1
  i, -3, i, 2, i, i, 3, -7, i, i, 4
> CCOC(=O)CSc1nc2ccc(C)cc2[nH]1
  i, -5, i, 1, i, i, -3, -2, i, i, 0
> O=C(N1CCCC1)C12CC3CC(CC(Cl)(C3)C1)C2
  i, 4, i, 2, i, i, 0, -2, i, i, -2
> Cc1ccc(OCCOCCN(C)C)c(Cl)c1
  i, -3, i, -13, i, i, -2, -3, i, i, -3
> Cc1ccc(Cn2c(=O)c3ccccc3n3c(CCC(=O)NCCN4CCOCC4)nnc23)cc1
  i, ·, i, 0, i, i, -7, -5, i, i, -2
> COC(=O)c1c(NC(=O)Cc2ccc(OC)c(S(=O)(=O)N3CCOCC3)c2)sc(C)c1C
  i, -5, i, -4, i, i, 0, -13, i, i, 3
> Cc1cc(C(F)(F)F)nc(SCC(=O)c2cccc([N+](=O)[O-])c2)n1
  i, -1, i, 3, i, i, -6, -8, i, i, 3
> O=C1C2C3C=CC(C2C(=O)N1C1CCCCC1)C1C2C(=O)N(C4CCCCC4)C(=O)C2C31 (centres undefined)
  i, -5, i, 1, i, i, -8, -1, i, i, -2
> O=C(CSc1nnc2scc(-c3ccccc3)n12)NCc1ccc2c(c1)OCO2
  i, 4, i, -1, i, i, 4, -12, i, i, -2
> NS(=O)(=O)c1ccc(CCNC(=O)c2cnccn2)cc1
  i, -5, i, 5, i, i, 4, 0, i, i, -2

Overlap with the part before: 5 compounds, followed by the next part.
Every second line gives: KCNQ1 block, DYRK1A inh, KCNK9 block, GSK3B inh, KCNQ1 act, KCNK3 block, HDAC3 inh, hERG rescue, PolyA inh, RGS4 act, GSK3A inh
> COC(=O)c1c(NC(=O)Cc2ccc(OC)c(S(=O)(=O)N3CCOCC3)c2)sc(C)c1C
  i, -5, i, -4, i, i, 0, -13, i, i, 3
> Cc1cc(C(F)(F)F)nc(SCC(=O)c2cccc([N+](=O)[O-])c2)n1
  i, -1, i, 3, i, i, -6, -8, i, i, 3
> O=C1C2C3C=CC(C2C(=O)N1C1CCCCC1)C1C2C(=O)N(C4CCCCC4)C(=O)C2C31 (centres undefined)
  i, -5, i, 1, i, i, -8, -1, i, i, -2
> O=C(CSc1nnc2scc(-c3ccccc3)n12)NCc1ccc2c(c1)OCO2
  i, 4, i, -1, i, i, 4, -12, i, i, -2
> NS(=O)(=O)c1ccc(CCNC(=O)c2cnccn2)cc1
  i, -5, i, 5, i, i, 4, 0, i, i, -2
> Cc1cccc(OC(=O)CN2C(=O)C3C4CCC(C4)C3C2=O)c1C (centres undefined)
  i, 6, i, -2, i, i, 3, -8, i, i, ·
> Nc1nnc(SCC(=O)c2ccccc2)s1
  i, -3, i, 0, i, i, -2, -2, i, i, -2
> Cc1c(NC(=O)C(C)OC(=O)c2cc(-c3cccc4ccccc34)nc3ccccc23)c(=O)n(-c2ccccc2)n1C (centres undefined)
  6*, -3, i, -2, i, i, -2, -18, i, i, -3
> CC(C)(C)c1ccc(OCc2nnc(SCC(N)=O)n2N)cc1
  i, ·, i, -1, i, i, 3, -6, i, i, 0
> CCNC(=S)N1CCN(c2nc(-c3cccc(OC)c3)cs2)CC1
  i, -3, i, 1, i, i, 8, -9, i, i, 1
> Cc1cc(SCC(=O)c2cccs2)nc2ccccc12
  i, 3, i, 3, i, i, -2, -11, i, i, -2
> COc1cc(NC(=O)CCCNC(=O)c2ccc(Cl)cc2)cc(OC)c1OC
  i, 0, i, 2, i, i, ·, -5, i, i, -1
> CCOC(=O)c1cccc(N2C(N)=NC(N)=NC2(C)C)c1
  i, 0, i, 1, i, i, -2, -6, i, i, 0
> O=C1NC(=S)N/C1=C/c1cccc([N+](=O)[O-])c1
  i, 4, i, -1, i, i, 0, -11, i, i, -2
> O=C(Nc1cccc(-c2ccc(N3CCCCC3)nn2)c1)C(F)(F)F
  i, -3, i, 1, i, i, -2, -12, i, i, 1
> Cc1c(Cl)cccc1NC(=S)NC(=O)c1cncc(Br)c1
  i, ·, i, 3, i, i, 1, -5, i, i, -1
> Cc1cc(NC(=O)CCC(=O)N(c2ccccc2C)C(C(=O)NC2CCCC2)c2ccccc2)no1 (centres undefined)
  i, 11, i, 1, i, i, 4, -3, i, i, -4
> O=C1CC(N2CCN(c3cccc(C(F)(F)F)c3)CC2)C(=O)N1c1ccccc1F (centres undefined)
  i, -2, i, 3, i, i, 13, -6, i, i, 0
> S=C(Nc1ccc2nccnc2c1)N1CCOCC1
  i, 11, i, 0, i, i, 6, -6, i, i, 11
> COc1ccc(CCN(C)Cc2ccc(OCc3ccccc3)c(OC)c2)cc1OC
  i, 2, i, 0, i, i, 3, -21, i, i, -3
> Cn1c(NC(=O)C[n+]2cc(-c3ccc(Cl)cc3)n3c2CCC3)cc(=O)n(C)c1=O
  i, 3, i, 3, i, i, 4, -2, i, i, 2
> CCOC(=O)N1CCN(Cc2nc3cc(NC(=O)C(C)C)ccc3n2CC)CC1
  i, -1, i, -3, i, i, 4, -4, i, i, -1
> COc1ccc(/C=C/C(=O)NC(=S)Nc2ccc(S(=O)(=O)N=C(N)N)cc2)cc1OC
  i, 3, i, 1, i, i, -7, -5, i, i, -2
> CNc1oc(Cc2ccccc2)nc1S(=O)(=O)c1ccccc1
  i, -15, i, -1, i, i, 1, -11, i, i, -1
> Cn1nc(C(F)(F)F)c(-c2cccc(C(F)(F)F)c2)c1NC(=O)Nc1ccc(F)cc1
  i, ·, i, -1, i, i, ?, -4, i, i, -5

Source: PubChem

This is a subset; the hit share may differ from the screen's.
